Tb PYK inh = inhibitors of Trypanosoma brucei pyruvate kinase; Q57TT1; Potency, µM (titrated, usually from 76.8 µM), for inactives: at the top dose activity, negative = inhibition, hits mostly inhibitors; 410,000 tested, 0.12% active; TbPYK enzyme, Kinase-Glo Plus ATP luminescence, 45 min; also: nearly all actives have a fitted effect of over 50% in size
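Screened from lowest to highest concentration, compounds were pinned into TbPYK/substrate mixtures, and ADP (130 uM final) was added. Plates sat at room temperature for 45 min prior to Kinase-Glo Plus detection by luminescence.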
Pf growth 96h = P. falciparum growth inhibition at 96 hours; 320,000 tested, 6.9% active; P. falciparum luciferase reporter growth, 96 h; AID 504834; Potency, µM (series often up to 28.7 µM), inactives show top-dose activity change, negative = inhibition, hits mostly inhibitors
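Luminescence readout: decreased luciferase signal marks inhibited growth of reporter-expressing P. falciparum in infected red cells (2% hematocrit, 0.05% parasitemia final), exposed to compound two generations (96 h, 37 C, 5% CO2).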
LmPK inhibitor = blocks Leishmania mexicana pyruvate kinase activity; AID 1721; Potency, µM (top dose mostly 57.5 µM), for inactives: at the top dose activity change, negative = inhibition, actives largely listed as inhibitors; Q27686; purified LmPK, Kinase-Glo ATP luminescence, 1 h; 290,000 tested, 0.37% active
Target sequence (Q27686 whole entry, looked up): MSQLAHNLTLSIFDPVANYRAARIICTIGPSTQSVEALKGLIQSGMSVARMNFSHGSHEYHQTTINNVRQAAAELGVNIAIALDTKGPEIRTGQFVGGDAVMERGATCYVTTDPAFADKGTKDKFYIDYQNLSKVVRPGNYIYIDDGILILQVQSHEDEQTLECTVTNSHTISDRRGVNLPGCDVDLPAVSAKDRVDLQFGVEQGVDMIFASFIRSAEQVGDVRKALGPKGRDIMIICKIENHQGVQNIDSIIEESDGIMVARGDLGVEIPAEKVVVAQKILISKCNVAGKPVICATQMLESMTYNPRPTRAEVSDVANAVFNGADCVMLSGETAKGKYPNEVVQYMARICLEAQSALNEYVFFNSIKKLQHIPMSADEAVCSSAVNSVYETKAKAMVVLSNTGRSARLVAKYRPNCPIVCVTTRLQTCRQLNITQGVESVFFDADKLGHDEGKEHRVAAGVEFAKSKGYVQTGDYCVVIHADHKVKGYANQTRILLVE
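0.1 nM LmPK, 0.5 mM PEP, 0.1 mM ADP; 50 mM imidazole pH 7.2, 7 mM MgCl2, 50 mM KCl; 1 h RT. Kinase-Glo luminescence readout, normalized to no-enzyme (full inhibition) and uninhibited wells.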
Sm TGR inh = inhibitors of Schistosoma mansoni thioredoxin glutathione reductase | Q962Y6 | 360,000 tested, 3% active | Potency, µM (doses to about 114 µM), inactives show at the highest dose activity change, negative = inhibition, usual class: inhibitors | purified TGR, DTNB reduction, TNB absorbance 405 nm; also: nearly all actives have a fitted effect of over 60% in size
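TGR 20 nM + NADPH 100 uM (dispensed conc.), cpd preinc 15 min RT; start with NADPH (500 uM addition) then DTNB (15 mM addition). Kinetic TNB absorbance, 405 nm filter. Four-parameter Hill fit across titration.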
HCV inh = HCV inhibition; Potency, µM (top dose mostly 41.8 µM), for the others: at the highest dose activity change, negative = inhibition, hits mostly inhibitors; 340,000 tested, 3.4% active; Huh7.5.1 HCVcc-Cre infection, luciferase reporter, 44 h
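Luciferase read-out (15 sec integration) after a 15 min room-temperature substrate step quantifies HCVcc-Cre infection. Cells, 1,000 per well, had compound added 4 h post-plating, then virus at ~0.5 moi, and were cultured 44 h.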
Pf growth 48h = P. falciparum growth inhibition at 48 hours (one generation). 310,000 tested, 5.9% active. P. falciparum luciferase growth in erythrocytes, 48 h. Potency, µM (doses to about 28.7 µM), without a hit: at the highest dose activity change, negative = inhibition, hits mostly inhibitors
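Luciferase-expressing parasites in RBCs, 2% Hct / 0.1% parasitemia final; RPMI 1640 + 0.5% Albumax; 37 C, 5% CO2, one generation; luminescence read-out, lower signal = inhibition.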
* hit, by the source's call; ? = inconclusive; · = not tested or not shown; [ ] = remark or other dose. Calls follow the shape of the dose curve; as a rule, active = well fitted curve in the direction sought with a large enough effect; inconclusive = small, poorly fitted or top-dose-only effect, or another doubt; inactive = no such curve, though single readings can be large; an effect the other way counts as inactive or inconclusive. % is scaled to controls: 0 for no effect and ±100 for the full control effect; potency is read from the fitted curve at half-maximal effect. Rows were taken by chance. Share with any hit: about 16%.

nr	Compound	Tb PYK inh	Pf growth 96h	LmPK inhibitor
1	CS(=O)(=O)N(CC(=O)NCCSC1CCCCC1)c1ccc2c(c1)OCO2	-4%	-17%	3%
2	CCOC(=O)c1cnn(-c2cc(C)cc(C)c2)c1N	-5%	23%	-1%
3	O=S(=O)(c1cccc2nsnc12)N1CCN(c2ccccc2F)CC1	0%	?	0%
4	C(CNC1C2CC3CC(C2)CC1C3)CN1CCOCC1 (stereo not given)	5%	0%	-4%
5	O=C(COC(=O)c1ccc(F)c(S(=O)(=O)N2CCOCC2)c1)NC1CC1	-5%	-15%	·
6	CNC(=O)c1nc[nH]c1C(=O)NC	7%	-1%	-1%
7	Cc1cc(C(F)(F)F)nn1CC(=O)NNC(=S)NCC(C)C	-12%	9%	14%
8	C[C@H]1OC(OC2C(O)[C@@H](O)C(OC3C(O)[C@@H](O)C(O)O[C@@H]3CO)O[C@@H]2CO)[C@H](O)C(O)C1N[C@H]1C=C(CO)[C@@H](O)[C@H](O)C1O (stereo not given in full)	1%	-4%	·

nr	Sm TGR inh	HCV inh	Pf growth 48h
1	-20%	11%	5.2µM*
2	2%	19%	10%
3	0%	26%	-11%
4	-2%	-25%	2%
5	11%	-2%	41%[activator]
6	0%	11%	13%
7	-5%	1%	·
8	·	·	4%

Other entries follow:
nr	Compound	Tb PYK inh	Pf growth 96h	LmPK inhibitor
9	COc1ccc(OC)c(NC(=O)CSc2ccc(-c3ccco3)nn2)c1	?	?	-3%
10	Cc1cc2nnc(SCC(=O)NCc3cccs3)n2c(N)n1	-5%	-18%	-2%
11	O=C(NCC1CCCO1)c1ccc2c(c1)N(Cc1ccccc1)CCS2 (stereo not given)	5%	?	8%
12	CCC(=O)Nc1sc2c(c1C(N)=O)CCC2	-5%	83%[activator]	3%
13	CCc1cc2c3c([nH]c2cc1S(=O)(=O)NCCCOC)CC(C)(C)CC3=O	0%	-28%	7%
14	Cc1ccc(C(=O)O)cc1NC(=O)c1cccs1	6%	40%[activator]	-12%
15	CCn1cc(CN2CCC(Oc3ccc(C(=O)N4CCCCC4)cc3)CC2)cn1	-23%	?	-13%
16	Cn1cc(Br)c(C(=O)Nc2c(F)c(F)c(F)c(F)c2F)n1	-10%	-9%	-5%

nr	Sm TGR inh	HCV inh	Pf growth 48h
9	3.5µM*	?	-13%
10	-2%	1%	22%
11	5%	-22%	?
12	?	-27%	13%
13	-14%	-19%	?
14	8%	-12%	0%
15	-24%	16%	28%
16	-2%	-1%	-3%

Other records follow.
nr	Compound	Tb PYK inh	Pf growth 96h	LmPK inhibitor
17	CN(CC(=O)NC(=O)NCc1ccccc1)Cc1ccc(Cl)cc1	-6%	49%[activator]	1%
18	Cc1ccc(-n2c(C)nc3oc4ccccc4c(=O)c3c2=O)cc1	-9%	-59%	-1%
19	Cc1nc2cc(NC(=O)CCS(=O)(=O)c3ccccc3)ccc2s1	0%	140%[activator]	-10%
20	O=C(Nc1ccc(N2CCCC2)cc1)c1cccc(F)c1	-14%	-71%	?
21	COc1cccc(NC(=O)c2csc3c2CCCC3)c1	1%	9%	-21%
22	COc1cccc(C2Nc3ccccc3NC3=C2C(=O)CC(C)(C)C3)c1 (stereo not given)	-12%	2%	-1%
23	COc1ccc(S(=O)(=O)N2CCOCC2)cc1NC(=O)c1c(-c2ccccc2)noc1C	-11%	10µM*	·
24	Cc1c(Cl)cccc1NC(=O)CNc1cccc(S(=O)(=O)N(C)C)c1	-10%	23%	1%

nr	Sm TGR inh	HCV inh	Pf growth 48h
17	-9%	-7%	15%
18	-1%	-12%	186%[activator]
19	6%	?	201%[activator]
20	?	?	-62%
21	·	-27%	52%[activator]
22	8%	18%	-12%
23	1%	-25%	?
24	1%	?	-1%

Remaining list, next part:
nr	Compound	Tb PYK inh	Pf growth 96h	LmPK inhibitor
25	Nc1ccccc1Sc1c[nH]c2ccccc12	0%	?	-11%
26	ONc1cccnc1-n1nc(C(F)(F)F)cc1C(F)(F)F	·	?	-3%
27	Cc1cccc(NC(=O)c2ccc3c(c2)OCCO3)n1	-20%	361%[activator]	?
28	O=C(c1ccc(F)cc1)C1CCN(S(=O)(=O)c2ccccc2)CC1	-14%	?	3%
29	COC(=O)c1cccc(-n2c(C)cc(C=O)c2C)c1C	-5%	?	1%
30	O=C(CN1C(=O)CCC1=O)NCC12CC3CC(CC(C3)C1)C2	7%	-15%	1%
31	CCc1ccc(C2=NN(S(C)(=O)=O)C(c3cccs3)C2)cc1 (stereo not given)	-7%	0.29µM*	22µM*
32	Cc1ccc(OCC(=O)N/N=C/C=C/c2ccco2)cc1	4%	?	3%

nr	Sm TGR inh	HCV inh	Pf growth 48h
25	-2%	-24%	6%
26	·	·	?
27	-32%	-13%	251%[activator]
28	10%	-2%	40%[activator]
29	-2%	9%	7%
30	?	11%	?
31	-23%	-15%	·
32	?	-7%	-4%

Complete entries, looked up by structure.
Profile of C[C@H]1OC(OC2C(O)[C@@H](O)C(OC3C(O)[C@@H](O)C(O)O[C@@H]3CO)O[C@@H]2CO)[C@H](O)C(O)C1N[C@H]1C=C(CO)[C@@H](O)[C@H](O)C1O (stereo not given in full) = Tb PYK inh: 1%; Pf growth 96h: -4%; LmPK inhibitor: ·; Sm TGR inh: ·; HCV inh: ·; Pf growth 48h: 4%
Profile of Nc1ccccc1Sc1c[nH]c2ccccc12 = Tb PYK inh: 0%; Pf growth 96h: ?; LmPK inhibitor: -11%; Sm TGR inh: -2%; HCV inh: -24%; Pf growth 48h: 6%

Later entries
nr	Compound	Tb PYK inh	Pf growth 96h	LmPK inhibitor
33	Cc1ccc(-c2nnn(CC(=O)NCc3ccccc3)n2)c(-n2cnnn2)c1	3%	57%[activator]	-2%
34	CCn1c(COc2cccc(C)c2C)nnc1SCC(=O)N1CCN(c2ccc(OC)cc2)CC1	-11%	9.3µM*	1%
35	CCC(=O)N(CCN1CCOCC1)Cc1cc2cc3c(cc2nc1Cl)OCO3	6%	56%[activator]	2%
36	Cn1c(CSc2nc3ccccc3n2C)nc2ccccc21	5%	14%	-2%
37	COc1ccc(N(CC(=O)Nc2cccc(C)c2C)S(=O)(=O)c2c(C)[nH]c(=O)[nH]c2=O)cc1	0%	5%	6%
38	CCOc1ccc(NC(=O)CSc2nc(=O)n(CCCN3CCOCC3)c3c2CCC3)cc1	-1%	1%	·
39	CCOc1ccc(C(=O)N2CCN(c3ccccc3)CC2)cc1OCC	2%	74%[activator]	2%
40	COc1ccc(CN2CCCC(N3CCN(c4ccc(OC)cc4)CC3)C2)cc1 (stereo not given)	4%	-15%	-7%

nr	Sm TGR inh	HCV inh	Pf growth 48h
33	-12%	2%	-9%
34	-4%	?	?
35	-10%	27%	4%
36	12%	9%	28%
37	3%	-25%	10%
38	-13%	6%	?
39	6%	-1%	-11%
40	-6%	-1%	-34%

The list continues:
nr	Compound	Tb PYK inh	Pf growth 96h	LmPK inhibitor
41	O=C(NC1CCN(Cc2ccccc2)C1)c1cccc(S(=O)(=O)N2CCOCC2)c1 (stereo not given)	6%	-13%	·
42	Cc1cc(C)c(NC(=O)CN2C(=O)NC3(CCCc4ccccc43)C2=O)c(Cl)c1 (stereo not given)	2%	-27%	·
43	CC(C)c1cccc(C2=CC(=O)C[C@H](c3ccc(F)cc3)C2)c1	1%	2.3µM*	·
44	Nc1ncnc2nc(SCC(=O)Nc3ccccc3F)[nH]c12	2%	?	0%
45	Cc1ccc(-c2nnn(CC(=O)N(CCCO)C(C(=O)NC3CCCC3)c3ccc(Cl)cc3)n2)o1 (stereo not given)	-23%	?	-3%
46	Cc1cc(-c2nnc3n2N=C(c2ccc(-c4ccccc4)cc2)CS3)n[nH]1	-8%	?	2%
47	CSc1nn2c(C(F)(F)F)cc(C(F)(F)F)nc2c1C(=O)O	2%	72%[activator]	-5%
48	O=C(Nc1ccccc1-c1ccccc1)NC1CC2CCCC(C1)N2Cc1ccc(F)cc1 (stereo not given)	2%	34%	1%

nr	Sm TGR inh	HCV inh	Pf growth 48h
41	0%	?	?
42	0%	1%	?
43	7%	-21%	1.7µM*
44	12%	8%	12%
45	4%	-5%	-15%
46	1%	-12%	10µM*
47	18%	1%	2%
48	·	?	12µM*

Reformatted with two lines to a compound: part of the list above
Results follow in this order: Tb PYK inh, Pf growth 96h, LmPK inhibitor, Sm TGR inh, HCV inh, Pf growth 48h
45) Cc1ccc(-c2nnn(CC(=O)N(CCCO)C(C(=O)NC3CCCC3)c3ccc(Cl)cc3)n2)o1 (stereo not given)
 : -23%, ?, -3%, 4%, -5%, -15%
46) Cc1cc(-c2nnc3n2N=C(c2ccc(-c4ccccc4)cc2)CS3)n[nH]1
 : -8%, ?, 2%, 1%, -12%, 10µM*
47) CSc1nn2c(C(F)(F)F)cc(C(F)(F)F)nc2c1C(=O)O
 : 2%, 72%[activator], -5%, 18%, 1%, 2%

Next part:
nr	Compound	Tb PYK inh	Pf growth 96h	LmPK inhibitor
49	O=C(C1=NN[C@@H]2C(=O)N(c3cccc(F)c3)C(=O)[C@H]12)c1ccc2ccccc2n1	3%	14%	1%
50	S=c1[nH]nc(COc2cccc(Cl)c2)n1Cc1ccccc1	?	?	3%
51	COc1ccc(C2CC(c3cc(Br)ccc3F)n3nnnc3N2)cc1 (stereo not given)	2%	?	2%
52	c1ccc(-c2ncc(CSc3nncn3-c3ccccc3)s2)cc1	-13%	?	2%
53	Cc1cc[n+]2n1CC(O)C2 (stereo not given)	0%	12%	-10%
54	COC(=O)C(C)Sc1nnc(Cc2cc(=O)[nH]c(=O)[nH]2)n1-c1ccc(OC)cc1 (stereo not given)	-6%	0.83µM*	4%
55	O=S(=O)(Cc1ccccc1)c1cnc2ccccc2n1	-12%	·	4%
56	Cc1ccc(C)c(Nc2ncnc(N)c2[N+](=O)[O-])c1	-7%	2.1µM*	3%

nr	Sm TGR inh	HCV inh	Pf growth 48h
49	?	3%	30%[activator]
50	2%	16%	9%
51	3%	-3%	-17%
52	-4%	-13%	·
53	8%	7%	-3%
54	-2%	13%	·
55	-27%	5%	10µM*
56	7%	6%	3%

More compounds.
nr	Compound	Tb PYK inh	Pf growth 96h	LmPK inhibitor
57	CCN1CCc2ccccc2C1	6%	26%	-2%
58	CSc1ccc(-c2nc(CSCC(=O)NCCCN3CCOCC3)c(C)o2)cc1	-2%	9.3µM*	-6%
59	CC1CCCC(C)N1C(=O)CSc1nnnn1C1CCCC1 (stereo not given)	5%	-4%	4%
60	CCn1c(COc2ccccc2C)nnc1SCC(=O)Nc1cc(C)on1	0%	·	-4%
61	O=S1(=O)C=CC(Nc2cccc(Cl)c2)C1 (stereo not given)	4%	·	-1%
62	COC(=O)Cc1ccc(NC(=O)c2ccc(NC(=O)c3ccco3)cc2)cc1	0%	?	0%
63	O=S(=O)(NCc1ccccc1)NCc1ccccc1	-3%	2%	3%
64	COc1cccc(-n2c(SCC(=O)NC3CCCCC3)nc3n[nH]c(C)c3c2=N)c1	-1%	·	4%

nr	Sm TGR inh	HCV inh	Pf growth 48h
57	18%	21%	-6%
58	0%	-18%	·
59	-20%	-8%	28%
60	4%	1%	15%
61	-8%	?	?
62	12%	?	-5%
63	68%[activator]	3%	24%
64	9%	?	?
